Bioassay records as filed in PubChem.
FEN1 inhibitor = qHTS Assay for the Inhibitors of Human Flap endonuclease 1 (FEN1); P39748; Recombinant FEN1 flap cleavage, fluorescence, 15 min; Potency, µM (top dose mostly 114 µM), for the others: at the highest dose activity change, negative = inhibition, hits mostly inhibitors; actives 0.35% (n = 390,000); also: nearly all actives have a fitted effect of over 65% in size
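Quantitative HTS format: each compound was titrated, incubated with 10 nM nuclease for 15 min at room temperature, then challenged with flap substrate at 50 nM final. Signal change over 15 min gave concentration–effect curves.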
TDP1 cell CPT = qHTS for Inhibitors of human tyrosyl-DNA phosphodiesterase 1 (TDP1): qHTS in cells in presence of CPT | chicken DT40 Tdp1-/-;hTDP1 cells + 20 nM CPT, ATP luminescence, 48 h | Potency, µM (highest dose often 46.2 µM), without a hit: at the highest dose activity change, negative = growth inhibition, most hits filed as inhibitors | actives 12% (n = 420,000) | AID 686979, 2013; also: nearly all actives have a fitted effect of over 55% in size
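Chicken DT40 Tdp1-/- cells complemented with human TDP1, 400 cells/well, exposed to compounds plus 20 nM camptothecin for at least 48 h at 37 C; viability read as ATP content by CellTiter-Glo luminescence.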
GCN5L2 inh = qHTS Assay for Inhibitors of GCN5L2. Histone acetyltransferase KAT2A (Homo sapiens), Q92830. GCN5L2 HAT assay, ThioGlo1 CoA-SH fluorescence. Potency, µM (top dose mostly 58.9 µM), without a hit: at the top dose activity change, negative = inhibition, actives largely listed as inhibitors. actives 0.21% (n = 390,000). AID 504327, 2011
Target sequence (Q92830 whole entry, looked up): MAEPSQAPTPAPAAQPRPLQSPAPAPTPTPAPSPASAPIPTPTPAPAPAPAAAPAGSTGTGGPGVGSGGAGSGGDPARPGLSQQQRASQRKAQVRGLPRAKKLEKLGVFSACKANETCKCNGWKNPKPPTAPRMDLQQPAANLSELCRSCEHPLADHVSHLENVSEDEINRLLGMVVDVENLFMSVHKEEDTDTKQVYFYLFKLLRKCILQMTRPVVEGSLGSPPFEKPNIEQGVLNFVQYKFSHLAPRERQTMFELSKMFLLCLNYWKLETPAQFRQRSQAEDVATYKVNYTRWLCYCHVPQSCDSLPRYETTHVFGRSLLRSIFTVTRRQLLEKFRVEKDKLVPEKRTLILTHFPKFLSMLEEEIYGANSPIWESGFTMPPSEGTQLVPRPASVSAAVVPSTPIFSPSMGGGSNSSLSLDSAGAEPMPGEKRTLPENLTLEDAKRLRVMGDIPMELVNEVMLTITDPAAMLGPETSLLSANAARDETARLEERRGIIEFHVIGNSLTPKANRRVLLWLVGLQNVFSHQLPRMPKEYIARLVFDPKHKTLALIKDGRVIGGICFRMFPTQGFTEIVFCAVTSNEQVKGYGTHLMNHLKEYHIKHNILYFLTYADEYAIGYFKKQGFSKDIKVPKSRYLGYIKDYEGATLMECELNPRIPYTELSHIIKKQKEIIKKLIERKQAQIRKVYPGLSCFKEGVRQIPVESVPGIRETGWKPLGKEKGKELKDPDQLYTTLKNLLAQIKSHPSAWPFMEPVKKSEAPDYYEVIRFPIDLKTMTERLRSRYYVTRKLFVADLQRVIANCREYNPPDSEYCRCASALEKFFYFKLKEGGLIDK
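Free CoA generated was detected with ThioGlo1 (50uM) fluorescence at Ex340nm/Em540nm, read immediately and after 20 min at room temperature. Enzyme, 20 nM in HEPES pH 7.5 buffer, saw compounds 15 min before adding 75uM H3(1-25) peptide and 70uM acetyl-CoA.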
Starred values were filed as active, the others as inactive; u = inconclusive; x = no result given; [ ] = dose if it differs, or a comment. Calls follow the shape of the dose curve; as a rule, active = well fitted curve in the direction sought with a large enough effect; inconclusive = small, poorly fitted or top-dose-only effect, or another doubt; inactive = no such curve, though single readings can be large; an effect the other way counts as inactive or inconclusive. % is scaled to controls: 0 for no effect and ±100 for the full control effect; potency is read from the fitted curve at half-maximal effect. The list is partial (hit frequency here may not be typical).

SMILES	FEN1 inhibitor	TDP1 cell CPT	GCN5L2 inh
Cc1ccc(C)n1-c1nnc(N2CCCC(C(=O)NCc3ccccc3)C2)s1 (stereo unspecified)	14%	u	-3%
Cc1c(C)c2ccc(OCC(=O)N3CCN(c4cccc(Cl)c4)CC3)cc2oc1=O	-2%	u	-8%
CCCNC(=O)N1CCC(c2nc3ccccc3s2)CC1	5%	-18%	14%
COc1ccc(C)cc1NS(=O)(=O)c1c(C)nc2sc(C)cn2c1=O	14%	u	-3%
O=C(CCSCc1ccc(Cl)cc1)NCc1ccc(F)cc1Cl	-21%	u	-3%
COc1ccc(CNC(=O)CCn2c(=O)oc3ccccc32)c(OC)c1	4%	8%	2%
Cc1nn(C)c(C)c1NC(=S)Nc1ccc(S(=O)(=O)Nc2ncccn2)cc1	3%	0%	0%
CC1CCN(C(=O)CN2C(=O)NC3(CCC(C)CC3)C2=O)CC1 (stereo unspecified)	3%	-2%	-2%
CCC(C)NC(=O)[C@@H]1CSC2c3ccccc3C(=O)N21 (stereo partly specified)	4%	-5%	-5%
CC1=C(c2ccc(Cl)cc2)S(=O)(=O)N=C1N1CCC(C(=O)NCc2ccccc2F)CC1	-1%	0%	-7%
O=S(=O)(c1ccc(-c2cc(C(F)(F)F)on2)s1)N1CCN(c2cccc(Cl)c2)CC1	17%	-4%	32%[activator]
O=C(CCCc1cccs1)Nc1nc(-c2ccc(F)cc2)cs1	14%	u	-1%
Cc1cc(NC(=O)CSc2nnc(-c3cccc(Cl)c3)o2)no1	2%	u	3%
Cc1ccccc1CSc1nc(C(C)(C)C)cc(=O)[nH]1	0%	-4%	-6%
COc1ccc(CC(=O)NNC(=O)c2nn(Cc3ccccc3)c(=O)c3ccccc23)cc1OC	12%	-17%	2%
N#Cc1c(-c2ccc(F)cc2)cc(C2CC2)nc1SCC(=O)c1cccs1	-1%	0%	-16%
Cn1c(=O)[nH]c(=O)c2c1nc(N(CCO)Cc1ccccc1)n2Cc1ccccc1Cl	1%	-19%	1%
O=C(O)CNC(=O)c1cccc(C(F)(F)F)c1	13%	u	-13%
O=C(O)c1ccccc1C(=O)NCC(O)COCC1CC=CCC1 (stereo unspecified)	13%	-1%	-4%
Cc1cc(C)nc(/N=C2\NC(=O)CC3C(=O)NCCN23)n1 (stereo unspecified)	3%	2%	4%
CC(=O)Oc1ccc(N(C(C)=O)S(=O)(=O)c2ccc(Cl)cc2)c2ccccc12	4%	29µM*	-4%
O=[N+]([O-])c1ccc(Sc2ccccc2)nc1	-6%	-7%	-4%
CCOCCCNC(=O)CCc1nnc2n(CCC(C)C)c(=O)c3ccccc3n12	11%	-17%	-2%
COc1ccc(N2CC(NC(=O)C(=O)c3c[nH]c4ccccc34)CC2=O)cc1 (stereo unspecified)	8%	-6%	-3%
O=C(OCc1cc(=O)n2c(n1)sc1ccccc12)c1cccc(O)c1	-11%	-2%	-19%
COc1cc(NS(=O)(=O)c2ccc3[nH]c(=O)oc3c2)cc(OC)c1	-8%	-10%	-3%
Cc1cc(NC(=O)c2cc(-c3ccc(F)cc3)on2)nn1Cc1ccc(Cl)cc1	-4%	u	0%
CN(CC(=O)Nc1cccc(F)c1)C(=O)c1cccc(S(=O)(=O)N2CCN(c3ccccc3)CC2)c1	-12%	u	-20%
O=C(NC1CCCC1)C(c1ccccn1)N(C(=O)c1csnn1)c1ccccc1Cl (stereo unspecified)	-8%	2%	-19%
CCOc1ccccc1OCCCNCc1ccco1	2%	3%	-1%
COCCNC(=O)c1ccc2c(c1)S(=O)(=O)c1ccccc1C2=O	13%	5%	x
CC(C)NC(=O)COC(=O)c1ccccc1Oc1ccccc1	5%	1%	-25%
Cc1ccc(S(=O)(=O)NCc2cn3c(C)csc3n2)cc1	2%	-5%	0%
COc1ccc(NC(=O)CC2C(=O)NCCN2C(=O)c2ccc(Cl)cc2)cc1 (stereo unspecified)	-5%	-2%	-30%
CCN(CC)c1ccc(NC(=O)c2cc3c(=O)n4cccc(C)c4nc3n2C)c(C)c1	6%	-22%	0%
COc1ccc(N(C(=O)Cc2cccs2)C(C(=O)NC2CCCC2)c2ccncc2)cc1 (stereo unspecified)	4%	u	-2%
Cc1ccc(NC(=O)CCCCCN2C(=O)[C@@H]3Cc4ccccc4CN3C2=O)c(C)c1	-11%	u	-9%
OC1C2(Cc3ccccc3)CN3CCN(C2)CC1(Cc1ccccc1)C3 (stereo unspecified)	2%	-28%	-8%
O=C(CCSc1nnc2ccc3ccccc3n12)Nc1ccc(F)cc1	39%[activator]	u	-10%[0.501 µM]
OCC[C@@H]1C[C@H](O)[C@@H](O)[C@@]2(CCCc3ccccc3O2)O1	-9%	-5%	-2%
COc1ccc(NS(=O)(=O)c2ccc(S(=O)(=O)N3CCCC3)cc2)cc1	-2%	u	-1%
CS(=O)(=O)c1nc(S(=O)(=O)c2ccc(Cl)cc2)c(N2CCN(CCO)CC2)s1	-4%	u	0%
CC(CCc1ccccc1)NCC(O)c1cccc([N+](=O)[O-])c1 (stereo unspecified)	4%	-4%	4%
O=c1cc(-c2ccco2)oc2ccccc12	6%	u	x
COc1ccc(N=Nc2c(C)[nH][nH]c2=O)cc1	-18%	-19%	-12%
Cc1ncc([N+](=O)[O-])n1CC(=O)Nc1cc(Cl)ccc1Cl	-12%	-4%	-1%
NC(=O)C1=C[C@H](c2ccc(C(F)(F)F)cc2)C[C@H](OCc2ccc(CO)cc2)O1	4%	-25%	-3%
CN(C)CCOc1ccc2c(c1)Sc1ccccc1CC2=O	-1%	1%	-4%
COC(=O)C1=C(C)N(Cc2ccccc2)C(=NCCCCO)N[C@H]1CCc1ccccc1	1%	u	-3%
O=C(COC(=O)c1ccccn1)NNC(=O)c1ccc([N+](=O)[O-])cc1	-9%	6%	3%
CCOC(=O)c1[nH]c(=O)[nH]c1CSCCO	-2%	6%	-7%
Cc1cc(Nc2ccccc2)cc(=O)n1C	-5%	-14%	x
O=C1CCCCN1CC(=O)N1CCCC(Nc2ccc(F)cc2)C1 (stereo unspecified)	-3%	8%	-12%
COc1ccc(NC(=O)c2ccc(CN3CCc4ccccc4C3)cc2)c(OC)c1	-3%	23µM*	-7%
CCOC(=O)c1oc2ccc(Br)cc2c1COC(=O)C1=COCCO1	-17%	-2%	-11%
O=C1NC(=S)NC1=Cc1ccc(O)cc1	-2%	-23%	x
Cn1c(SC2CCCCC2=O)nnc1-c1ccccc1F (stereo unspecified)	6%	4%	-15%
CC(=O)c1ccccc1NS(C)(=O)=O	-3%	-2%	-3%
COc1ccc(NC(=O)CSc2nnc(-c3ccc(C)cc3)n2N)cc1	-3%	-12%	1%
CC(C)CCn1c(=O)c2cccnc2n(CC(=O)Nc2ccccc2F)c1=O	-1%	u	-3%
(more compounds)
SMILES	FEN1 inhibitor	TDP1 cell CPT	GCN5L2 inh
CCOC(=O)c1ccccc1NC(=O)CSc1nc2ccccc2c(=O)[nH]1	-2%	-7%	-5%
Cc1ccc2c(CC(=O)OCc3nc(N)nc(Nc4ccccc4C)n3)coc2c1	-23%	-4%	-13%
CNc1ccccc1C(C)(C)c1cc(-c2cc(C)cc(C)c2)no1	-11%	u	2%
Cc1ccc(-c2nnn(CC(=O)N(CC3CCCO3)C(C(=O)NC3CCCC3)c3ccc(O)cc3)n2)o1 (stereo unspecified)	1%	2%	-2%
Cc1ccc(CNC(=O)CCc2c(C)nc3nc(CNC(=O)OC(C)(C)C)nn3c2C)cc1	15%	-9%	-1%
CCOC(=O)c1c(NC(=O)c2ccc(S(=O)(=O)N3CCCC(C)C3)cc2)sc2c1CCN(C(C)C)C2 (stereo unspecified)	-5%	8.2µM*	-9%
O=C(COC(=O)C1COc2ccccc2O1)NC(=O)Nc1ccc2c(c1)OCCO2 (stereo unspecified)	-12%	-2%	-2%
CCOC(=O)Cn1cnc2c(cnn2-c2ccc(Cl)cc2)c1=O	-1%	-9%	-8%
CC(NC(=O)C12CC3CC(CC(O)(C3)C1)C2)c1ccc(Cl)cc1Cl (stereo unspecified)	1%	-18%	-3%
CCOC(=O)c1c(C)[nH]c(C)c1C(=O)COC(=O)c1ccc(Cl)nc1	10%	3%	-2%
Cc1ccc(NC(=O)CN(C)CC(=O)Nc2ccccc2-c2ccccc2)cc1	-1%	u	-9%
Cc1[nH]n2c(=O)c3c(nc2c1-c1cccc2ccccc12)CCC3	-1%	u	-15%
O=C(NCC1CCCCC1)c1ccccc1[N+](=O)[O-]	0%	u	0%
CCSc1ncc(Cl)c(C(=O)Nc2ccc(S(=O)(=O)N3CCCCC3CC)cc2)n1 (stereo unspecified)	14%	10µM*	-13%
CCN(CC)CCN(C(=O)C1CCCCC1)c1nc2cc3c(cc2s1)OCO3	-1%	u	-4%
COc1ccc2c(c1OC)C(=O)OC2N1C(=O)CC[C@H]1C(=O)Nc1ccc2c(c1)OCO2 (stereo partly specified)	20%	3%	-14%
O=C(COC(=O)Cc1ccc([N+](=O)[O-])cc1)NC1CCCCCC1	-4%	-15%	-2%
O=[N+]([O-])c1cc(-c2csc(NC(CO)c3nc4ccccc4n3CCOCCO)n2)ccc1Cl (stereo unspecified)	-24%	u	x
Cc1ccc(-n2ncc3c(Nc4c(C)n(C)n(-c5ccccc5)c4=O)ncnc32)c(C)c1	4%	-6%	2%
COc1ccc(OC)c(NS(=O)(=O)c2ccc(NC(=O)c3ccc(NS(C)(=O)=O)cc3)cc2)c1	3%	-22%	-6%

As a working copy, 14 of the compounds above:
SMILES	FEN1 inhibitor	TDP1 cell CPT	GCN5L2 inh
CCOC(=O)c1ccccc1NC(=O)CSc1nc2ccccc2c(=O)[nH]1	-2%	-7%	-5%
Cc1ccc2c(CC(=O)OCc3nc(N)nc(Nc4ccccc4C)n3)coc2c1	-23%	-4%	-13%
CNc1ccccc1C(C)(C)c1cc(-c2cc(C)cc(C)c2)no1	-11%	u	2%
Cc1ccc(-c2nnn(CC(=O)N(CC3CCCO3)C(C(=O)NC3CCCC3)c3ccc(O)cc3)n2)o1 (stereo unspecified)	1%	2%	-2%
Cc1ccc(CNC(=O)CCc2c(C)nc3nc(CNC(=O)OC(C)(C)C)nn3c2C)cc1	15%	-9%	-1%
CCOC(=O)c1c(NC(=O)c2ccc(S(=O)(=O)N3CCCC(C)C3)cc2)sc2c1CCN(C(C)C)C2 (stereo unspecified)	-5%	8.2µM*	-9%
O=C(COC(=O)C1COc2ccccc2O1)NC(=O)Nc1ccc2c(c1)OCCO2 (stereo unspecified)	-12%	-2%	-2%
CCOC(=O)Cn1cnc2c(cnn2-c2ccc(Cl)cc2)c1=O	-1%	-9%	-8%
CC(NC(=O)C12CC3CC(CC(O)(C3)C1)C2)c1ccc(Cl)cc1Cl (stereo unspecified)	1%	-18%	-3%
CCOC(=O)c1c(C)[nH]c(C)c1C(=O)COC(=O)c1ccc(Cl)nc1	10%	3%	-2%
Cc1ccc(NC(=O)CN(C)CC(=O)Nc2ccccc2-c2ccccc2)cc1	-1%	u	-9%
Cc1[nH]n2c(=O)c3c(nc2c1-c1cccc2ccccc12)CCC3	-1%	u	-15%
O=C(NCC1CCCCC1)c1ccccc1[N+](=O)[O-]	0%	u	0%
CCSc1ncc(Cl)c(C(=O)Nc2ccc(S(=O)(=O)N3CCCCC3CC)cc2)n1 (stereo unspecified)	14%	10µM*	-13%

Continued:
SMILES	FEN1 inhibitor	TDP1 cell CPT	GCN5L2 inh
COc1ccc(C)cc1NC(=O)CN1CCN(S(=O)(=O)c2ccc(F)cc2)CC1	0%	u	-9%
CC(=O)c1ccc(NC(=O)Cn2cnc(S(=O)(=O)N3CCOCC3)c2)cc1	-1%	8%	-8%
CCOc1ccc(NC(=O)CN(C)CC(=O)Nc2ccc(F)c(F)c2F)cc1OCC	-12%	-1%	-15%
Cc1cc(C(=O)COc2ccc(F)cc2Br)c(C)n1C1CC1	9%	15µM*	-1%
O=C(c1cccc(S(=O)(=O)N2CCN(c3ccc(F)cc3)CC2)c1)N1CCCC(C(F)(F)F)C1 (stereo unspecified)	-1%	3.3µM*	-4%
CCOc1cc(C(=O)Nc2ccc(NC(=O)c3cc4ccccc4o3)c(OC)c2)cc(OCC)c1OCC	16%	u	3%
CCC(C)NC(=O)CCSc1nc(-c2ccc3c(c2)OCO3)cc(C(F)(F)F)n1 (stereo unspecified)	0%	u	-2%
Cc1cccc(N(CC(=O)O)CC(=O)O)c1	4%	-24%	-4%
